Bioassay records (PubChem)
AmpC det inh: Promiscuous and Specific Inhibitors of AmpC Beta-Lactamase (assay with detergent) | P00811 | purified AmpC, nitrocefin hydrolysis with detergent | Potency, µM (titrated, usually from 28.7 µM), for the others: at the highest dose activity change, negative = inhibition | 71,000 compounds, 0.09% hits | AID 584, 2007; active = well fitted curve in the direction sought with a large enough effect
Target sequence (P00811 whole entry, looked up): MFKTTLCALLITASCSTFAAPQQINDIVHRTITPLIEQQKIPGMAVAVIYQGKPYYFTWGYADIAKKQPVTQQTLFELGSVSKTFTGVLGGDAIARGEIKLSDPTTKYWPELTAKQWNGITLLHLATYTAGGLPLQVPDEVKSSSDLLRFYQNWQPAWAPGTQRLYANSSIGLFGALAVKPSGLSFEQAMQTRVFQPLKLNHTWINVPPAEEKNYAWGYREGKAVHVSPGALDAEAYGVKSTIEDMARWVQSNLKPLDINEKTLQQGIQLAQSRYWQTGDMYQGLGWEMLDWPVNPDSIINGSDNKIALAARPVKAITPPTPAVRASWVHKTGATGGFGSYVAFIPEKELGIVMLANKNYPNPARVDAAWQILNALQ
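E. coli AmpC (5.3 nM) in 20 mM phosphate pH 7.0 with 0.01% Triton X-100, preincubated 15 min RT with compound; nitrocefin (2 uL of 800 uM stock) hydrolysis followed by 480 nm absorbance every 20 s over 4 min.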
Active calls of the source: *; [ ] = dose if it differs, or a comment. % is scaled to controls: 0 for no effect and ±100 for the full control effect; potency is read from the fitted curve at half-maximal effect. An excerpt. The share of hits here may be higher or lower than overall.

O=C1c2ccccc2C(=O)N1CCCc1nc(-c2ccccn2)no1 was read as AmpC det inh 0.2%.
Screening COc1ccccc1C1CC(c2ccc(Cl)cc2)Nc2ncnn21 (stereo unspecified) returned AmpC det inh -3.6%.
Screening Cc1cccc(NC(=O)CSc2nnc(-c3ccc(S(=O)(=O)N4CCOCC4)cc3)n2C)c1 returned AmpC det inh -1.4%.
For Cc1cc2c(ccc3[nH]onc32)n1 the results were AmpC det inh 20.3%.
`CN(C)c1ncc2nc(CCc3ccccc3)c(=O)n(CCC#N)c2n1` gave AmpC det inh -1.6%.
Screening O=C(CCCc1ccccc1)NCCCN1CCOCC1 returned AmpC det inh 5.4%.
For CC(C)OC(=O)CSc1nnc(-c2ccccn2)n1C the results were AmpC det inh 8.5%.
For COCC(=O)N1CCC[C@@]2(CCN(Cc3ccccc3OC)C2)C1 the results were AmpC det inh 0.2%.
For CC(C)COC(=O)N(C)c1ccc(C(O)(C(F)(F)F)C(F)(F)F)cc1 the results were AmpC det inh -4.4%.
Screening O=C(c1ccccc1)N(Cc1cccs1)C1CCS(=O)(=O)C1 (stereo unspecified) returned AmpC det inh -1.0%.
`CC(C)(C)c1cc(CN2CCCC(O)C2)c(O)c(C(C)(C)C)c1` (stereo unspecified) gave AmpC det inh -5.6%.
For CC(=O)Nc1cc(CN2CCCCC2)c(O)c2ncccc12 the results were AmpC det inh 6.8%[5.75 µM].
`c1ccc2sc(N3CCN(Cc4nnnn4CC4CCCO4)CC3)nc2c1` (stereo unspecified) gave AmpC det inh 10.2%.
`N#Cc1cccc(-c2cc(NCc3cccs3)ncn2)c1` gave AmpC det inh 5.1%.
CC(=O)c1cc2c(cc1NC(=O)Nc1cccc(Cl)c1)OCCO2 was read as AmpC det inh 4.2%.
`COc1ccc(OC)c(NC(=O)CSc2ncccc2C(=O)O)c1` gave AmpC det inh -0.4%.
Cc1onc(-c2ccccc2)c1C(=O)N1CCN(S(=O)(=O)c2ccc3c(c2)OCCO3)CC1 was read as AmpC det inh 7.7%.
CCNc1nc(Oc2ccc(=O)[nH]n2)nc(SC)n1 was read as AmpC det inh -0.7%.
Screening Cc1noc(C)c1COC(=O)c1cccc(S(=O)(=O)N2CCCCCC2)c1 returned AmpC det inh -2.8%.
For Cc1cn([C@H]2C[C@H](N=[N+]=[N-])[C@@H](CO)O2)c(=O)[nH]c1=O the results were AmpC det inh 10.0%.

Three records drawn at random from the list so far, as already listed:
Screening Cc1noc(C)c1COC(=O)c1cccc(S(=O)(=O)N2CCCCCC2)c1 returned AmpC det inh -2.8%.
`N#Cc1cccc(-c2cc(NCc3cccs3)ncn2)c1` gave AmpC det inh 5.1%.
For Cc1cn([C@H]2C[C@H](N=[N+]=[N-])[C@@H](CO)O2)c(=O)[nH]c1=O the results were AmpC det inh 10.0%.

Next entries follow:
CC1=C(\C=C/C(C)=C/C=C\C(C)=C\C(=O)O)C(C)(C)CCC1 was read as AmpC det inh 0.3%.
For COCCNc1nc(SCC(=O)N2CCN(c3ccccc3)CC2)nc2ccccc12 the results were AmpC det inh -4.0%.
`COc1ccc(OC)c(C(=O)c2oc3ccccc3c2NC(C)=O)c1` gave AmpC det inh 9.4%.
O=C(O)c1cc(-c2ccco2)nc2ccc(Br)cc12 was read as AmpC det inh -14.9%.
Clc1ccc(-n2nnnc2-c2ccccc2)cc1 was read as AmpC det inh -2.5%.
Cn1cc(SCC(=O)NCC2CCCO2)c2ccccc21 (stereo unspecified) was read as AmpC det inh 9.1%.
Screening CC(=O)c1ccc(N2CCCCCC2)c(F)c1 returned AmpC det inh 1.9%.
`CCn1cc(C(=O)O)c(=O)c2cc(F)c(N3CCNCC3)cc21` gave AmpC det inh -1.5%[12.8 µM].
Screening O=C(c1ccncc1)N1CCC2(CCCN(Cc3ccccc3)C2)CC1 returned AmpC det inh -1.2%.
Screening CN(C)CCN1CC(C(=O)O)CC1=O (stereo unspecified) returned AmpC det inh -2.0%.

Three consecutive records already listed, quoted:
`CCn1cc(C(=O)O)c(=O)c2cc(F)c(N3CCNCC3)cc21` gave AmpC det inh -1.5%[12.8 µM].
Screening O=C(c1ccncc1)N1CCC2(CCCN(Cc3ccccc3)C2)CC1 returned AmpC det inh -1.2%.
Screening CN(C)CCN1CC(C(=O)O)CC1=O (stereo unspecified) returned AmpC det inh -2.0%.

Additional structures follow:
Screening C=CCn1c(CCNC(=O)C(C)(C)C)nc2ccccc21 returned AmpC det inh -1.9%.
For O=c1oc(-c2ccco2)nc2ccccc12 the results were AmpC det inh 7.1%.
Screening CCOC(=O)Cn1nnc(-c2ccc(S(C)(=O)=O)cc2)n1 returned AmpC det inh -2.5%.
`Cc1cc(-c2nnc(SCC(=O)N3C(C)CCCC3C)o2)no1` (stereo unspecified) gave AmpC det inh -2.5%.
For O=C(COc1ccc(-c2ccccc2)cc1)N1CCN(C(=O)c2cccnc2)CC1 the results were AmpC det inh 4.9%.
For COc1ccc2cc(CN(CCO)C(=O)c3ccccc3F)c(=O)[nH]c2c1 the results were AmpC det inh -6.0%.
For C=CCn1c(CC(=O)Nc2cccc(OC)c2)nnc1SCC(=O)NC1CCCCC1 the results were AmpC det inh -6.4%.
For [O-][n+]1onc2c1CCc1c-2nc(-c2ccccc2)n1OCc1ccccc1 the results were AmpC det inh 11.8%.
For [O-][N+]1=C(c2cccs2)CN(O)C1 the results were AmpC det inh 0.3%.
O=C(Nc1ccccc1Oc1ccccc1)c1ccc(Br)o1 was read as AmpC det inh -3.7%.
O=C(Nc1nncs1)C1(c2ccccc2)CCCC1 was read as AmpC det inh -2.7%.
CC(C)Br was read as AmpC det inh 6.1%.
Screening CCN1C(=O)/C(=C\N2CCN(c3cccc(Cl)c3)CC2)SC1=S returned AmpC det inh 0.4%.
Screening Cc1nn(-c2ccccc2)c2[nH]c(=O)c(CNCC3CCCO3)cc12 (stereo unspecified) returned AmpC det inh 12.3%.
Screening Cc1cc(N2C(=O)CC(N3CCN(c4ccc(C(=O)c5cccs5)cc4)CC3)C2=O)no1 (stereo unspecified) returned AmpC det inh -3.6%.
Cn1c(=O)c2c(nc(CN3CCOCC3)n2CC(=O)c2ccccc2)n(C)c1=O was read as AmpC det inh -3.5%.
Cc1c(NC(=O)COc2ncnc3ccccc23)c(=O)n(-c2ccccc2)n1C was read as AmpC det inh 0.8%.
COc1nc2c(s1)C(=O)NCCC2 was read as AmpC det inh -0.8%.
`CC(C)(C)P(=O)(c1ccncc1)N1CCCC1` (stereo unspecified) gave AmpC det inh 12.3%.
COC1=CC(=O)C[C@@H](C)[C@]12Oc1c(Cl)c(OC)cc(OC)c1C2=O was read as AmpC det inh 6.5%.
CC(=O)NC(CCS(C)(=O)=O)C(=O)Nc1ccc2c(c1)OCCO2 (stereo unspecified) was read as AmpC det inh 1.4%.
COc1ccc(OC)c(NC(=O)Cn2cc(C(=O)c3ccco3)c3ccccc32)c1 was read as AmpC det inh 12.1%.
O=C(O)CCc1ccc(-c2ccc(Cl)cc2)n1Cc1ccco1 was read as AmpC det inh -2.3%.
For Cc1noc(C)c1-c1nc(N2CCN(C)CC2)c2ccccc2n1 the results were AmpC det inh 7.3%.
`Cc1cc(C(=O)N[C@@H](c2ccccc2)[C@]2(C)C[C@H]2[C@@H](C)C(=O)Nc2ccc3ccccc3c2)no1` gave AmpC det inh -0.9%.
For CCCCCCn1c(N2CCC(C(N)=O)CC2)nc2c1c(=O)[nH]c(=O)n2C the results were AmpC det inh 1.3%.
CCOC(=O)CNC(=O)c1ccccc1Br was read as AmpC det inh 1.7%.
O=C(COC(=O)CCc1ccc(S(=O)(=O)N2CCCCC2)cc1)Nc1ccc2c(c1)OCO2 was read as AmpC det inh -2.8%.
`C[C@@H](Cc1ccccc1)NCCC(c1ccccc1)c1ccccc1` gave AmpC det inh -4.6%[12.8 µM].
CCOC(=O)CNC(=O)c1sc(NC(=O)c2ccccc2F)nc1C was read as AmpC det inh 12.6%.
Screening CC1C(=O)C(C)C(c2cccs2)NC1c1cccs1 (stereo unspecified) returned AmpC det inh -3.5%.
Screening O=S(=O)(c1cccc2cccnc12)N1CCN(Cc2ccc3c(c2)OCO3)CC1 returned AmpC det inh -0.5%.
`N#Cc1c2n(c3c(=O)n(Cc4ccccc4Cl)cnc13)CCCC2` gave AmpC det inh -0.9%.
Cc1cccc(-n2c(N)c(C(=O)NCCN3CCOCC3)c3nc4ccccc4nc32)c1 was read as AmpC det inh 0.0%.
Screening CC(=O)Nc1cccc(OCC(O)Cn2cnc3ccccc32)c1 (stereo unspecified) returned AmpC det inh 5.2%.
For Cc1ccc(S(=O)(=O)N2CCN(C(=O)CN3CCOCC3)C2C(C)C)cc1 (stereo unspecified) the results were AmpC det inh -3.5%.
Screening C=CCN=C=S returned AmpC det inh 12.9%.
Screening CCc1nnc(NC(=O)C2CCN(c3nccc(C)n3)CC2)s1 returned AmpC det inh 15.1%.
COC(=O)c1c(NC(=O)CSc2nnc(Cn3nnc4ccccc43)n2C)sc(C)c1C was read as AmpC det inh 0.9%.
`C=CCSc1n[nH]c(-c2ccc(OCCCC)cc2)n1` gave AmpC det inh -2.7%.
Screening Oc1ccc(Cl)c(Cl)c1 returned AmpC det inh 9.2%.
Cc1ccc(NC(=O)NC2(C(=O)NCc3ccco3)CCCCC2)cc1 was read as AmpC det inh 8.9%.
`CCC(=O)NC(C)C(c1cccs1)N1CCOCC1` (stereo unspecified) gave AmpC det inh 12.9%.
CCCCn1c(SCC(=O)NC(C)(C)C)nnc1-c1ccco1 was read as AmpC det inh -2.9%.
Screening O=C1c2cccc3cccc(c23)N1CN1CCN(c2ccccn2)CC1 returned AmpC det inh -1.7%.
CCOc1ccc(NS(=O)(=O)c2ccc3c(c2)CCN3C(=O)CCC(=O)O)cc1 was read as AmpC det inh -6.3%.
Screening N#Cc1nc(COc2cccc(Cl)c2)oc1N1CCN(c2ccccc2)CC1 returned AmpC det inh 12.0%.
`COC(=O)c1[nH]c2ccc(F)cc2c1NS(=O)(=O)c1ccc(OC)cc1OC` gave AmpC det inh -1.3%.
For COc1ccc2[nH]c3nc(SCc4nnc(-c5ccc(C)cc5)o4)nnc3c2c1 the results were AmpC det inh -5.2%.
`Cn1c(N)c(C(=O)COC(=O)C2(c3cccc(F)c3)CCCC2)c(=O)n(C)c1=O` gave AmpC det inh 13.1%.

Structures shown so far that contain bromine:
O=C(O)c1cc(-c2ccco2)nc2ccc(Br)cc12 was read as AmpC det inh -14.9%.
O=C(Nc1ccccc1Oc1ccccc1)c1ccc(Br)o1 was read as AmpC det inh -3.7%.
CC(C)Br was read as AmpC det inh 6.1%.
CCOC(=O)CNC(=O)c1ccccc1Br was read as AmpC det inh 1.7%.

More structures
For CCOC(=O)/C(C#N)=C1/C=CN(C)C(C)=N1 the results were AmpC det inh 7.7%.
Screening CCOC(=O)C1C(=O)OC2(CCCC2)C1C(=O)OCC (stereo unspecified) returned AmpC det inh -1.7%.
Screening COc1ccc(NC(=O)CCc2nc(-c3ccc(C)cc3)no2)cc1Cl returned AmpC det inh -1.8%.
For CCc1nnc(NC(=O)CSc2nnc(-c3cc4ccccc4cc3O)n2CC)s1 the results were AmpC det inh -1.4%.
Screening Cc1ccc(OCc2nnc(SCc3cc(=O)[nH]c4ccccc34)o2)cc1 returned AmpC det inh -4.2%.
Screening CCn1c(CNC(=O)COC)nc2ccccc21 returned AmpC det inh 10.9%.
For Cc1cc(C)c(C(N)=O)c(Nc2ccc3c(c2)OCCO3)n1 the results were AmpC det inh -3.3%.
Screening COc1cc(C(=O)N(Cc2cc3cc(C)ccc3[nH]c2=O)CC2CCCO2)cc(OC)c1OC (stereo unspecified) returned AmpC det inh -0.8%.
For O=S(=O)(c1ccc(-c2nnc(SCc3ccccc3)o2)cc1)N1CCCC1 the results were AmpC det inh -1.6%.
`COCCN(Cc1cc2ccccc2[nH]c1=O)C(=O)c1ccccc1OC` gave AmpC det inh -5.1%.
For Cn1c(O)c(C=NC(CC(N)=O)C(=O)O)c(=O)n(C)c1=O (stereo unspecified) the results were AmpC det inh -5.0%.
For O=S(=O)(c1ccc(Oc2ccc(Br)cc2F)nc1)N1CCCCC1 the results were AmpC det inh -1.9%.
`Cc1ccc(-c2nnc(N3CCN(C(=O)c4ccco4)CC3)c3ccccc23)cc1` gave AmpC det inh -1.0%.
Cc1c(Cl)cccc1-n1ccnc1SCC(=O)O was read as AmpC det inh 0.3%.
`O=C(Nc1cccc(Cl)c1N1CCCCC1)c1ccc2c(c1)OCCO2` gave AmpC det inh 1.1%.
Screening COc1ccc(NC(=O)CSc2nc3ccccc3c(=O)n2CCC(=O)N2CCCCC2)cc1 returned AmpC det inh -2.8%.
O=C(CN1CC(c2ccccc2)CC1=O)NCc1ccc(F)cc1 (stereo unspecified) was read as AmpC det inh 11.2%.
`COc1ccc(-c2nnc(SCC#N)o2)cc1` gave AmpC det inh 4.3%.
For COCCOC(=O)C1=C(C)NC2=C(C(=O)CC(C)(C)C2)C1c1cccnc1 (stereo unspecified) the results were AmpC det inh -1.8%.
Screening COc1ccc(N2CCN(C(=O)CSc3nnc(-c4cc5ccccc5cc4O)n3C)CC2)cc1 returned AmpC det inh -2.1%.
For Cc1noc(C)c1C(=O)OCC(=O)c1ccc[nH]1 the results were AmpC det inh -2.6%.
Screening Cc1nnc(SCCn2c(Br)nc3c2c(=O)[nH]c(=O)n3C)s1 returned AmpC det inh 7.3%.
For O=C(O)[C@H]1CN[C@H](C(=O)O)C1 the results were AmpC det inh 3.7%.
`COC(=O)c1c(N)n(-c2ccc(NC(C)=O)cc2)c2nc3ccccc3nc12` gave AmpC det inh -3.6%.
For Cc1ccc2[nH]c3c(c2c1)CCC3=O the results were AmpC det inh 2.0%.
COc1ccc2c(-c3cccnc3)cc(=O)[nH]c2c1 was read as AmpC det inh 12.1%.
O=c1c(CCc2ccccc2)nc2cnc(N3CCOCC3)nc2n1Cc1cccs1 was read as AmpC det inh 2.4%.
CCC(C)[C@H](NC(=O)NCc1ccco1)C(=O)O (stereo partly specified) was read as AmpC det inh -0.4%.
